PI4K2A inh – qHTS for small molecular inhibitors of PI4K2A. AID 1346378, 2018. Phosphatidylinositol 4-kinase type 2-alpha (Homo sapiens), Q9BTU6. purified PI4K2A, ADP-Glo luminescence, 1 h; stronger effect = lower value. hit rate 0.13% among 420,000. activity change, negative = inhibition, % at 76.9 µM; in the data active = activity change below about -50%; inconclusive = mostly about -30% to -49%;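 note: -100% = wells without enzyme as full effect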
Target sequence (Q9BTU6 whole entry, looked up): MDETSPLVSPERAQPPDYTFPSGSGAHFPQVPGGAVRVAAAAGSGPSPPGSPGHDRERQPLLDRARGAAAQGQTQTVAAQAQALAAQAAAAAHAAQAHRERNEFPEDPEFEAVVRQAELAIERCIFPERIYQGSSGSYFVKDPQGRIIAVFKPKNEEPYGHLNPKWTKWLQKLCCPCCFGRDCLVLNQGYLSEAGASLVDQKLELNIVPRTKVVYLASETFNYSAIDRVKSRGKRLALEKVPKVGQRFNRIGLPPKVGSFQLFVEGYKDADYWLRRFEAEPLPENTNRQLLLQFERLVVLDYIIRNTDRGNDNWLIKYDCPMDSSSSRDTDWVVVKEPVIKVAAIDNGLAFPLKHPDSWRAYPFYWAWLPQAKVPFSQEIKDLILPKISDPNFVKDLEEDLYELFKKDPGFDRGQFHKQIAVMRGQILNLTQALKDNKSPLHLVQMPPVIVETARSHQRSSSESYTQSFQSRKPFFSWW
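PI4K2A activity was measured by ADP-Glo luminescence: enzyme (4 ug/mL stock) and phosphatidylinositol (1.2 mM stock) in Tris pH 7.5/MgCl2/EGTA/Triton X-100 buffer were reacted with ATP (300 microM stock) for one hour at ambient temperature.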
USP1 inh – Inhibitors of USP1/UAF1: Primary Screen. hit rate 0.23% among 390,000. Potency, µM (doses to about 57.1 µM), without a hit: top-dose activity change, negative = inhibition, actives largely listed as inhibitors. recombinant USP1/UAF1, Ub-Rhodamine cleavage fluorescence; note: potency is the fitted concentration of half-maximal effect; % is set by controls: 0 for no effect and ±100 for the full control effect; nearly all actives have a fitted effect of over 60% in size; inactives centre near -12
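Step one: compound is pinned into 1nM USP1/UAF1 in HEPES pH 7.8 buffer with TCEP. Step two: 15 min room-temperature incubation. Step three: Ub-Rho (150nM final) starts cleavage, tracked by fluorescence over six one-minute reads.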
IDH1 R132H inh – qHTS for Inhibitors of mutant isocitrate dehydrogenase 1 (IDH1): qHTS; IDH1-R132H enzyme, NADPH consumption, diaphorase/resazurin fluorescence; hit rate 0.093% among 390,000; Isocitrate dehydrogenase [NADP] cytoplasmic (Homo sapiens), O75874; Potency, µM (titrated, usually from 76.6 µM), without a hit: top-dose activity change, negative = inhibition, most hits filed as inhibitors; note: potency is the fitted concentration of half-maximal effect; % is set by controls: 0 for no effect and ±100 for the full control effect; nearly all actives have a fitted effect of over 65% in size
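IDH1-R132H (0.5 ug/mL) preincubated 30 min with compound, then NADPH (0.016 mM) and alpha-KG (2 mM) added; 80 min at RT, pH 7.5. Remaining NADPH coupled via diaphorase/resazurin to fluorescence (540/590 nm); concentration-response curves normalized to no-enzyme control.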
LDHA inh – qHTS assay for inhibitors of human lactate dehydrogenase; L-lactate dehydrogenase A chain (Homo sapiens), P00338; purified LDHA, NADH/diaphorase-resazurin fluorescence; stronger effect = lower value; activity change, % (values are at about 110 or 230 µM); hit rate 0.15% among 480,000; AID 1347041, 2019; in the data active = activity change below about -30%; inconclusive = mostly about -25% to -30%;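 note: plate controls were DMSO wells for no effect and wells without enzyme for full effect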
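Remaining NADH was detected by diaphorase (0.133 mg/mL) converting 37 µM resazurin to fluorescent resorufin, read at 0 and 20 minutes. The preceding 5-minute room-temperature reaction used 2 nM LDHA, 0.2 mM sodium pyruvate and 0.06 mM NADH at pH 7.4.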
Vif-APOBEC3F blk – qHTS for Inhibitors of Vif-A3F Interactions: qHTS. HeLa A3F-eYFP + Vif (tagged APOBEC3F with the HIV-1 protein that degrades it), YFP fluorescence increase. Potency, µM (doses to about 46.1 µM), inactives show top-dose activity, negative = active. hit rate 0.2% among 390,000. AID 602313, 2012; note: potency is the fitted concentration of half-maximal effect; % of control where 0% means no effect; nearly all actives have a fitted effect of over 65% in size
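HeLa cells stably expressing Vif plus C-terminally eYFP-tagged A3F were seeded, incubated overnight at 37 deg C, dosed with compound, incubated overnight again at 37 deg C. Yellow fluorescence (Ex 488/Em 500-530) reported blocked Vif-mediated A3F-eYFP degradation.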
Glioma ERSR ind – qHTS for Inducers of the Endoplasmic Reticulum Stress Response (ERSR) in Human Glioma: qHTS | hit rate 0.02% among 420,000 | Potency, µM, without a hit: at the highest dose activation, most hits filed as activators | U87-MG GRP78 promoter luciferase reporter, 16 h; note: potency is the fitted concentration of half-maximal effect; series mostly up to about 76 µM; % of control where 0% means no effect; nearly all actives have a fitted effect of over 35% in size
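Stably transfected U87-MG human glioma cells carrying a GRP78-based luminescent sensor were seeded at 1000 cells/well, pin-dosed with compounds and incubated 16 h. Luciferase reagent was then added, and end-point luminescence was read after 10 min at room temperature.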
RXFP1 agonist – qHTS Assay for Agonists of the Relaxin Receptor RXFP1 | HEK293T-RXFP1 cAMP TR-FRET, 30 min; response scale: percent of porcine relaxin response, buffer zero | hit rate 0.3% among 370,000 | Relaxin receptor 1 (Homo sapiens), Q9HBX9 | AID 2676, 2010 | Potency, µM (highest dose often 57.5 µM), for the others: at the highest dose activation, hits mostly activators; note: potency is the fitted concentration of half-maximal effect; % is set by controls: 0 for no effect and ±100 for the full control effect; nearly all actives have a fitted effect of over 60% in size; many of its hits are not listed in these tables
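cAMP rise read by TR-FRET after 30 min, 37C compound exposure (up to 58 uM) in RXFP1-transfected HEK293 cells with Ro 20174 present. EC50 from Hill-equation fits, with 29 nM porcine relaxin as 100% and buffer as basal.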
Vif-APOBEC3G blk – qHTS for Inhibitors of Vif-A3G Interactions: qHTS. hit rate 0.076% among 410,000. HeLa A3G-eYFP + Vif (tagged APOBEC3G with the HIV-1 protein that degrades it), YFP fluorescence, overnight. Potency, µM (highest dose often 46.1 µM), for the others: top-dose activity, negative = active, actives largely listed as inhibitors. DNA dC->dU-editing enzyme APOBEC-3G (Homo sapiens), Q9HC16;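 note: potency is the fitted concentration of half-maximal effect; % is set by controls: 0 for no effect and ±100 for the full control effect; nearly all actives have a fitted effect of over 60% in size; hits raise eYFP signal because A3G escapes Vif-driven loss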
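Read-out is eYFP fluorescence (Ex 488/Em 500-530) from Vif-expressing HeLa A3G-eYFP cells; more signal means A3G escaped Vif-mediated degradation. Cells plated overnight, compound pinned in, incubated overnight at 37 deg C.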
TrxR1 substrate – qHTS Assay for Substrates of Mammalian Selenoprotein Thioredoxin Reductase 1 (TrxR1): qHTS; purified TrxR1 substrate turnover, NADPH consumption readout; Potency, µM (highest dose often 114 µM), inactives show top-dose activity change, negative = substrate turnover; hit rate 0.01% among 390,000; note: potency is the fitted concentration of half-maximal effect; % is set by controls: 0 for no effect and ±100 for the full control effect; nearly all actives have a fitted effect of over 50% in size
Target sequence (O89049 whole entry, looked up): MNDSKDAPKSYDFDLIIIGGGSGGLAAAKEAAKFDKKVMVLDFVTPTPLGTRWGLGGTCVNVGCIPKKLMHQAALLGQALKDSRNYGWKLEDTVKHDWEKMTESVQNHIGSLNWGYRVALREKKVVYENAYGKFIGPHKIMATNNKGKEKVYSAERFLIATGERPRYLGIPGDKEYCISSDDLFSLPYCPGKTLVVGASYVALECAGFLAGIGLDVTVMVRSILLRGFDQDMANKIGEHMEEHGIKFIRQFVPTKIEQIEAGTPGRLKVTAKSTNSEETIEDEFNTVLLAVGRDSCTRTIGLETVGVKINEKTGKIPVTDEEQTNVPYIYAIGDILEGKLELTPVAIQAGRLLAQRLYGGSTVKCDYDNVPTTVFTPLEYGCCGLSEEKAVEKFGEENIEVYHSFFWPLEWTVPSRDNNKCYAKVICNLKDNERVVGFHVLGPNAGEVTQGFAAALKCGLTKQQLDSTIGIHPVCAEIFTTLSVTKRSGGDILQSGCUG
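Rat TrxR1, dispensed at 90 nM, was prereduced with 400 uM NADPH (final) for 5 min at ~22 deg C, then incubated with compound 15 min before 400 uM selenite. A first-read NADPH fluorescence drop versus no-compound background flagged substrates.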
An asterisk follows results filed as active; ? = inconclusive; / = not tested or not shown; & = joins results of further samples; [ ] = another dose, or the depositor's remark. Unless noted, calls come from the whole dose curve; as a rule, active = well fitted curve in the direction sought with a large enough effect; inconclusive = small, poorly fitted or top-dose-only effect, or another doubt; inactive = no such curve, though single readings can be large; an effect the other way counts as inactive or inconclusive.

canonical_smiles	PI4K2A inh	USP1 inh	IDH1 R132H inh	LDHA inh	Vif-APOBEC3F blk	Glioma ERSR ind	RXFP1 agonist	Vif-APOBEC3G blk	TrxR1 substrate
COc1ccc(Cn2c(=O)sc3ccccc32)cc1	-5	-8%	3%	-1	1%	2%	1.1%	-8%	-11%
Cc1c(NC(=O)C2CCN(S(=O)(=O)c3ccc(Cl)cc3)CC2)c(=O)n(-c2ccccc2)n1C	1	-3%	1%	0	3%	-2%	0.8%	0%	13%[57.1 µM]
CC(=O)Nc1ccc(C(=O)OCC(=O)NC2CCCCCC2)cc1	4	-26%	7%	0	-8%	-3%	/	0%	/
O=C(O)Cn1ccc2ccccc21	3	-10%	-4%	-4	10%	-5%	-0.3%	1%	4%
C/C(=N\Nc1ccc(Cl)c(C(=O)O)c1)c1cccs1	-8	-14%	0%	-1	-11%	6%	-1.1%	2%	-3%
CC(C)(C)OC(=O)[C@H](CCCCN)NC(=O)c1nc[nH]c1C(=O)N[C@@H](CCCCN)C(=O)OC(C)(C)C	-3	-26%	13%	4	1%	0%	/	2%	-1%
COc1ccc(C2(CNC(=O)c3cccc([N+](=O)[O-])c3)CCCCC2)cc1OC	-1	-8%	15%	0	5%	-3%	-0.7%	0%	-7%
COc1nc(OCCNC(C)=O)nc(N(C)C)n1	4	-2%	4%	-2	?	-6%	-2.9%	2%	2%[57.1 µM]
O=c1ccnc(SCCc2ccc([N+](=O)[O-])cc2)[nH]1	1	-21%	-4%	-3	-18%	-3%	/	2%	0%
CN(C)CCn1c2c(c(SCC(=O)Nc3cccc4ccccc34)nc1=O)CCCC2	-3	-22%	7%	7	-15%	0%	1.3%	1%	4%
CC1CCCC(C(=O)O)N1C(=O)CCS (stereo not drawn)	-7	-16%	10%	-4	5%	-4%	2.3%	0%	2%
COc1ccc(C2C(C(=O)O)c3ccccc3C(=O)N2C)cc1Br (stereo not drawn)	0	-13%	2%	-3	-4%	1%	0.0%	-2%	-5%
Cc1ccc(C(=O)c2cn(CC(=O)Nc3ccc(C)cc3Cl)c3nc(C)ccc3c2=O)cc1	3	0%	8%	-9	?	-2%	?	-9%	-4%
Cc1ccc(NC2CC(=O)N(c3ccc(N4CCCCC4)cc3)C2=O)cc1 (stereo not drawn)	2	-28%	1%	-16	-8%	-3%	0.6%	-2%	12%
COc1ccc(CCN2C(=O)N[C@@H](C(C)C)C2=O)cc1	-3	-10%	4%	1	4%	1%	-2.0%	3%	2%
O=C1CC[C@@H]2CC3(C[C@@H]4CCN1[C@H]24)Nc1cc([N+](=O)[O-])ccc1NC3=NC1CCCCC1 (stereo partly drawn)	-2	-22%	3%	5	-9%	-2%	/	1%	-12%
CC(=O)c1c(C)[nH]c(C(=O)CSc2ccc(F)cc2)c1C	-1	-3%	3%	-4	1%	0%	0.9%	1%	3%
CS(=O)(=O)CCC(C(=O)O)N1C(=O)c2ccc(Oc3ccc(Cl)cc3)cc2C1=O (stereo not drawn)	-2	-23%	-1%	-2	-8%	-3%	3.9%	-6%	5%
O=C(Nc1ccc(C2=CN(Cc3ccccc3)CCC2=O)cc1)OCc1ccccc1	-4	1%	-7%	-3	1%	-2%	/	-2%	6%[57.1 µM]
Cc1ccccc1NC(=O)CCCC(=O)c1ccccc1	4	-6%	2%	1	-23%	-1%	-2.5%	-1%	-18%[57.1 µM]
COC(=O)c1cn(NC(=O)C2CCCCC2)c(=O)c2ccccc12	-1	-3%	4%	-4	-2%	-2%	-2.0%	0%	4%[57.1 µM]
COC(=O)C(Cc1ccccc1)NC(=O)CNC(=O)c1ccc(Br)cc1 (stereo not drawn)	-4	-19%	12%	-10	-4%	8%	-1.5%	0%	15%[57.1 µM]
COc1ccc2[nH]c(C)c(CCNC(=S)Nc3cccc(C)c3)c2c1	1	-10%	-3%	-4	-1%	-3%	-0.7%	1%	26%
CCC(c1nnnn1CC1CCCO1)N(CCN1CCOCC1)Cc1cc2cc(C)ccc2[nH]c1=O (stereo not drawn)	1	1%	4%	0	-1%	-2%	5.2%	1%	8%[57.1 µM]
CCCCn1c(N)c(N(CCOC)C(=O)CCS(=O)(=O)c2ccc(C)cc2)c(=O)[nH]c1=O	-7	-13%	18%	-5	-8%	-5%	/	2%	/
CCSc1ncc(Cl)c(C(=O)Nc2nc3ccc(Cl)cc3s2)n1	-5	10%	/	-2	/	/	-0.4%	/	6%
CCCCCc1nnc(NC(=O)c2ccc(N3CCCC3=O)cc2)s1	-4	3%	-3%	-4	5%	-2%	1.8%	0%	9%[57.1 µM]
COc1ccc2c(C)c(CCC(=O)NCCc3ccccc3)c(=O)oc2c1	-5	-18%	18%	-13	2%	-5%	-0.2%	1%	280%[activator]
COc1ccccc1N1CCN(CCN2C(=O)CC(=C3c4ccccc4-c4ccccc43)C2=O)CC1	2	-17%	3%	2	5%	-3%	/	2%	-3%
O=C(COC(=O)Cn1c(C(F)(F)F)nc2ccccc21)Nc1ccc2c(c1)OCCO2	4	7%	0%	0	-11%	0%	2.0%	-1%	-1%
CCCOC(=O)CN1C(=O)c2ccc(C(=O)OCCC)cc2C1=O	-10	-11%	-6%	-4	-1%	-2%	1.4%	1%	3%
CCN(CC)c1ccc2nc3c4ccccc4c(=O)cc-3oc2c1	-2	-25%	11%	-1	?	5%	4.9%	-15%	-6%
O=C(Oc1cccc(N2C(=O)CCC2=O)c1)C1CC(=O)N(c2ccc(F)cc2)C1 (stereo not drawn)	-3	0%	1%	-5	-14%	-4%	0.8%	-1%	6%
OCC(O)/C=N/Nc1nc2ccccc2s1 (stereo not drawn)	-4	-2%	6%	0	1%	1%	0.4%	-3%	-2%[57.1 µM]
COc1ccccc1NC(=O)CCNC(=O)C1CCN(S(=O)(=O)c2ccccc2)CC1	1	-21%	3%	-1	-1%	2%	/	1%	/
OCC[C@@H]1C[C@H](O)[C@@H](O)[C@]2(CCc3ccccc3O2)O1	2	-13%	10%	-6	1%	-3%	2.7%	0%	9%[57.1 µM]
COc1ccc(CC(NC(C)=O)C(=O)NC2CCN(c3c4c(nc5ncnn35)CCC4)CC2)cc1 (stereo not drawn)	1	-17%	1%	-2	-5%	2%	-0.1%	-3%	0%
CC(=O)N(/N=C1\Sc2ccccc2C1=O)c1ccccc1C	-2	?	4%	-1	?	3%	1.1%	-11%	-7%
O=C(Nc1ncn[nH]1)c1ccc(Cl)cc1Cl	3	-13%	-2%	-2	-6%	-8%	0.0%	-4%	-1%[57.1 µM]
CCc1ccc(NC(=O)[C@H](Cc2ccccc2)NC(=O)C2CCN(C(=O)[C@@H](N)CC(C)C)CC2)cc1	0	1%	-8%	-1	-4%	-1%	0.4%	2%	-2%
NC1=NC[C@H](Cc2ccc(O)cc2)N1CCc1cccc(F)c1	1	-20%	-9%	0	-7%	1%	2.0%	2%	-4%[57.1 µM]
Cc1cc(C)c2nc(N3C(=O)C(O)=C(C(=O)c4ccco4)C3c3ccc(O)cc3)sc2c1 (stereo not drawn)	6	?	46µM*	-1	0%	-3%	15%	4%	-2%
CCc1ccc(NC(=O)CCC(=O)Nc2nnc(C(C)C)s2)cc1	0	-11%	2%	-3	0%	-11%	5.5%	2%	-1%
C[C@H]1CN([C@@H](C)CO)C(=O)CCCn2nncc2CO[C@@H]1CN(C)C(=O)Nc1cccc2ccccc12	1	?	1%	11	-2%	0%	/	-7%	/
CC1CN(C(=O)N2c3ccccc3Sc3ccccc32)C(C)CC1=O (stereo not drawn)	2	-9%	4%	2	5%	-9%	0.3%	-3%	4%
CCOCCCn1c(=NC(C)=O)c(C(=O)OCC)cc2c(=O)n3ccccc3nc21	-2&6	-10%&-13%	2%&5%	-5&6	8%&-4%	-1%&-2%	9.2%	-3%&1%	5%[11.4 µM]
CCc1ccccc1NS(=O)(=O)c1cc2c3c(c1)CCN3C(=O)CC2	1	-12%	7%	6	-19%	-3%	-0.5%	0%	5%
COCCNC(=O)COc1ccc(Oc2ccccc2)cc1	3	-12%	13%	-7	-5%	-1%	-4.6%	1%	7%[57.1 µM]
Nc1nonc1-c1nc2ccccc2n1CC(=O)Nc1ccc(F)cc1	-4	-9%	?	0	-23%	4%	4.8%	-18%	3%
CCOc1ccc(OCC)c(NC(=O)Cn2cccc2)c1	1	-5%	3%	0	1%	-1%	0.7%	2%	-5%
O=C1CC(c2ccccc2Cl)CC(O)=C1C=NCCCO (stereo not drawn)	-4	1%	-4%	-10	18%	-1%	-2.2%	-11%	-3%

These rows are one share of the data; count on the stated rates, not on these rows.
